Growth percent in the NCI-60 one-dose screen (48 h, 10 µM unless noted): 100 = growth as untreated, 0 = no growth, -100 = all killed.
SW-620: SW-620 colon cancer. AID 1794795. hit rate 5.2% among 82,000
KM12: KM12 colon cancer cells. AID 1794800. hit rate 5% among 82,000
SNB-19: SNB-19 CNS cancer cells. hit rate 2.5% among 81,000. AID 1794751
HT29: HT29 colon cancer; AID 1794748; hit rate 7.4% among 81,000
DU-145: DU-145 prostate cancer | hit rate 4.2% among 81,000 | AID 1794760
SNB-75: SNB-75 CNS cancer. hit rate 5% among 79,000
PC-3: PC-3 prostate cancer cells | hit rate 3.9% among 80,000
HCC-2998: HCC-2998 colon cancer; hit rate 4.7% among 79,000
SF-539: SF-539 CNS cancer; hit rate 6.8% among 81,000; AID 1794752
* = called active by the depositor; . = no result given; & = joins results of further samples; ! = not confirmed by another sample. Rule for the calls: active = growth percent below 10; inactive = the rest.

SMILES	SW-620	KM12	SNB-19	HT29	DU-145	SNB-75	PC-3	HCC-2998	SF-539
C#CCC1(c2cc(OC)c(OC)c(OC)c2)NS(=O)(=O)c2ccccc21 (centres undefined)	94.9	89.6	93.1	105.4	103.8	86.1	93.0	120.0	96.0
COc1ccc(C2=C(Nc3ccc(C(=O)Nc4ccc(Cl)cc4)cc3)C(=O)NC2=O)cc1	101.5	77.0	92.0	67.4	88.2	96.9	64.0	97.2	90.2
O=C(CO)C(O)C(O)C(O)C(O)CO (centres undefined)	100.1&105.3	105.0&106.2	102.5&104.4	108.6&108.7	108.6&109.6	89.1&105.6	96.1&101.2	118.8&108.7	96.5&106.7
C/C(=N\n1c(N)nc2n[nH]c(N)c2c1=O)c1cccc(N)c1	105.6	109.0	98.3	118.3	112.6	117.4	97.0	114.1	100.1
CC(=O)Oc1cc2c(c3ccccc13)CCC2=O	96.6	106.3	107.2	106.3	102.0	90.3	95.6	.	98.7
N#CC(CCc1nc(N)nc(N)n1)(CCc1nc(N)nc(N)n1)c1ccccc1	.	103.4	102.5	102.0	108.3	84.1	91.1	98.4	90.3
Nc1nc(NC2CCCC2)cc(=O)[nH]1	102.9	112.6	104.0	91.1	114.8	96.0	109.7	99.4	109.1
N#CC(C#N)=Cc1nc(C2CCN(S(=O)(=O)c3cccc4ccccc34)CC2)n2ccccc12	98.6	105.8	103.3	103.8	.	95.0	88.2	121.0	98.2
C/C(=N\NC(=S)Nc1ccccc1)c1sc(Nc2ccc(O)cc2)nc1C	105.3	89.2	94.1	106.5	96.8	52.0	38.1	109.6	92.4
C=C1CCC2C3(C)COC(c4ccccc4)OC3CCC2(C)C1CC(Sc1ccccc1)C1=CCOC1=O (centres undefined)	14.8	47.5	85.5	13.8	70.6	.	29.3	36.8	17.7
N#Cc1nc(-c2ccccc2)oc1N1CCC(CO)C1 (centres undefined)	98.4	100.8	93.3	106.6	103.6	89.0	106.9	115.2	93.9
O=C1OC(c2ccccc2)(c2ccccc2)c2ccsc21	97.4	99.1	102.2	101.9	103.7	103.1	100.8	127.0	98.9
CNC(N)=S	114.2	.	103.9	104.6	.	100.2	97.8	107.8	96.2
O=CC(S)CO (centres undefined)	103.8	112.2	99.9	100.5	110.0	80.7	97.6	118.1	97.2
COc1cc2oc(-c3cccc(NC(=O)c4ccc(C)cc4)c3)cc(=O)c2c(OC)c1OC	77.3	44.0	64.3	45.6	53.7	77.8	42.7	68.1	60.6
C#CC[C@@H]1C[C@]2(C)[C@H]3CC[C@@H]4[C@H]5C(C(=C)C)CC[C@]5(C(=O)NCCCN5CCN(CCCN)CC5)CC[C@@]4(C)[C@]3(C)CC[C@H]2C(C)(C)[C@H]1OC(C)=O (some centres undefined)	-79.4*	-74.6*	-8.5*	-68.7*	-92.0*	-95.7*	8.5*	-23.5*	-91.3*
CC1=CC(=O)Nc2cncnc2N1	106.1	115.5	103.7	102.1	132.5	94.2	97.0	105.7	94.9
COc1cc2oc(-c3cccc(NC(=O)c4cc([N+](=O)[O-])ccc4C)c3)cc(=O)c2c(OC)c1OC	57.6	35.0	55.2	53.5	63.7	82.9	61.3	70.8	60.9
CCCCCCCCCCCCCCCCN=Cc1ccc2c(c1)OCO2	103.0	102.7	104.6	104.4	106.4	100.5	88.2	92.4	91.2
COc1ccc(C(=O)CSc2nccc(Nc3ccc(S(=O)(=O)Nc4ncccn4)cc3)n2)cc1	107.8	109.7	102.0	113.3	112.5	104.7	102.4	118.9	104.9

Limited to DU-145 and SF-539 (3 entries from above):
smiles | DU-145 | SF-539
O=C(CO)C(O)C(O)C(O)C(O)CO (centres undefined) | 108.6&109.6 | 96.5&106.7
C=C1CCC2C3(C)COC(c4ccccc4)OC3CCC2(C)C1CC(Sc1ccccc1)C1=CCOC1=O (centres undefined) | 70.6 | 17.7
COc1ccc(C2=C(Nc3ccc(C(=O)Nc4ccc(Cl)cc4)cc3)C(=O)NC2=O)cc1 | 88.2 | 90.2

Returning to the listing; the three compounds before the break are reprinted first.
SMILES	SW-620	KM12	SNB-19	HT29	DU-145	SNB-75	PC-3	HCC-2998	SF-539
COc1cc2oc(-c3cccc(NC(=O)c4cc([N+](=O)[O-])ccc4C)c3)cc(=O)c2c(OC)c1OC	57.6	35.0	55.2	53.5	63.7	82.9	61.3	70.8	60.9
CCCCCCCCCCCCCCCCN=Cc1ccc2c(c1)OCO2	103.0	102.7	104.6	104.4	106.4	100.5	88.2	92.4	91.2
COc1ccc(C(=O)CSc2nccc(Nc3ccc(S(=O)(=O)Nc4ncccn4)cc3)n2)cc1	107.8	109.7	102.0	113.3	112.5	104.7	102.4	118.9	104.9
Cc1cc2ccccc2c(Br)c1C	107.8	108.0	98.9	106.7	111.0	93.1	105.2	.	100.4
COc1ccc(-c2cc(-c3cc(OC)c(OC)c(OC)c3)c(C#N)c(N3CCOCC3)n2)cc1O	23.1	17.4	52.3	107.9	59.0	30.1	38.9	.	37.9
COc1ccc(/C=C2\SC(=S)N(NC(=O)C(C)c3ccc(CC(C)C)cc3)C2=O)cc1 (centres undefined)	104.2	105.7	103.3	108.4	108.7	81.9	.	107.1	95.4
COc1ccc(C2=Nc3c/c(=C\c4c(O)[nH]c5ccccc45)ccc3=N2)cc1	71.3	48.4	90.7	64.9	72.8	63.3	65.8	71.9	88.6
COc1ccc2nc3cc(Cl)ccc3c(N)c2c1	-70.2*	-84.3*	4.7*	-67.3*	-96.8*	-99.3*	-73.0*	-99.0*	-90.3*
Nc1nc2ccc([C@@H]3Nc4ccc5[nH]ncc5c4[C@H]4[C@H]5CCC(C5)[C@H]43)cc2s1	-3.9*	3.6*	30.8	5.7*	10.0*	-24.8*	6.6*	49.3	0.6*
OC(COc1ccccc1Cl)COc1ccccc1Cl	97.9	99.2	107.9	92.5	116.0	85.4	95.9	.	95.5
CC(C)(O)C1CCCN1C(=O)c1ccccc1I (centres undefined)	95.4	94.3	78.2	95.4	110.5	100.2	80.7	112.4	104.9
O=C(Nc1nc2ccc(F)cc2s1)c1cccnc1Nc1ccc(Cl)cc1Cl	20.2	9.5*	20.2	7.9*	30.0	34.7	3.6*	8.4*	43.1
CC1(C)CC(=O)C(C(c2ccc(Cl)cc2)n2ncc(C#N)c2N)C(=O)C1 (centres undefined)	91.3	93.6	96.7	101.5	104.4	76.1	81.2	106.8	95.2
CC(C)c1ccc(NCc2cn(-c3ccc(C(=O)O)cc3)nc2-c2cc(C(F)(F)F)cc(C(F)(F)F)c2)cc1	86.8	82.5	83.8	80.9	89.6	89.0	70.4	97.0	83.6
O=C(O)c1cc(-c2ccc(Cl)cc2)nc2cc(Cl)ccc12	103.5	108.3	115.9	125.8	118.6	103.4	101.6	111.8	119.0
COc1ccc2cc(/C=C3\SC(=Nc4ccc(S(N)(=O)=O)cc4)NC3=O)c(Cl)nc2c1	106.4	98.1	96.1	101.2	103.9	95.7	90.6	101.3	101.5
Cc1ccc(NC(=O)Nc2nc3ccc([N+](=O)[O-])cc3s2)cc1	8.6*	-3.9*	11.3	11.7	17.9	1.4*	-1.6*	6.2*	14.0
Cc1cccc(C(=O)c2ccccc2Cl)c1O	100.5	108.6	92.4	106.2	117.3	93.2	.	93.0	93.8
O=CCCCC(O)C=O (centres undefined)	96.9	102.8	106.2	110.9	105.9	97.7	102.7	104.8	105.1
S=C(NCCN1CCOCC1)C(=S)NCCN1CCOCC1	108.6&109.4	103.1&107.1	100.6&108.8	95.8&115.1	114.5&123.6	80.7&110.9	101.4	107.1&91.2	99.0&110.5
COc1cc(C=O)c([N+](=O)[O-])cc1O	100.5	108.5	105.0	108.6	111.0	91.9	97.1	95.5	102.9
Nc1c(C(=O)Nc2ccc(Cl)cc2)sc2nc(-c3cnccn3)cc(-c3cccs3)c12	66.3	80.2	49.1	-10.3*	70.3	14.2	54.3	103.6	12.2
CC(=O)Nc1nccs1	92.5	96.0	96.3	100.7	107.1	106.3	96.1	101.9	97.0
COc1cccc(C(=O)Cn2c(C(C)=O)nc3ccccc32)c1	69.3	61.0	80.0	106.4	66.7	87.9	.	91.7	81.7
O=c1oc2ccc(-c3ccc(F)cc3F)cc2c(=O)n1-c1cccc(C(F)(F)F)c1	14.2&12.6	6.1*	10.0*!	91.3&31.3	15.6&20.1	-7.3*!	6.8*	16.4&22.9	9.9*!
CCC(=O)O[C@]1(C(=O)CCl)[C@@H](C)CC2C3CCC4=CC(=O)C=C[C@]4(C)[C@@]3(F)[C@@H](O)C[C@@]21C (some centres undefined)	100.6	95.1	106.3	85.6	99.9	89.7	86.1	104.1	99.1
COc1ccc(-c2[nH]c3ccc(OC)cc3c2C=C(C#N)C#N)cc1	26.5	20.1	76.2	15.0	12.5	21.3	21.7	50.3	23.2
CNC(=O)Cn1c2c(sc1=O)[C@H]1[C@@H](O)[C@@H](O)[C@H](O)[C@@H]1CS2	102.7	102.5	102.9	108.0	110.7	77.2	.	104.2	102.0
O=[N+]([O-])c1ccc(N2CCN=N2)cc1	81.8	77.3	94.7	88.4	88.2	89.2	73.8	107.0	93.4
COC(=O)[C@H](O)[C@H]1C(C)(C)[C@H](OC(C)=O)C2CC3=C4CC(=O)O[C@@H](c5ccoc5)[C@]4(C)CC[C@@H]3[C@@]1(C)C2=O	105.2	98.1	98.7	91.0	107.5	97.1	93.7	104.4	76.5
CCN1CCN(Cc2ccc(NC(=O)Nc3nc(-c4cc(OC)c(OC)c(OC)c4)cs3)cc2C(F)(F)F)CC1	3.3*	-56.8*	33.7	0.5*	38.7	24.2	6.1*	-36.6*	-6.6*
O=C(NC[C@H]1OC(O)[C@H](O)[C@@H](O)[C@@H]1O)C(Cl)Cl (some centres undefined)	96.8	105.8	102.9	101.7	108.7	48.8	99.4	100.0	98.4
CC1(c2ccccc2)OC1C(=O)O (centres undefined)	101.9	105.2	109.4	101.9	107.8	91.6	106.3	96.5	96.1
Cc1cc(C)c([N+](=O)[O-])cc1[N+](=O)[O-]	113.0	117.2	108.5	102.4	.	99.5	107.6	109.1	112.4
COc1ccc(-c2c(-c3cc(OC)c(OC)c(OC)c3)nc3sc(C4CC4)nn23)cc1	77.0	95.5	61.4	57.4	92.7	41.7	57.7	83.6	82.2
O=C1O[C@@H](CO)[C@H](O)[C@@H](O)[C@@H]1O	105.8	105.5	111.0	102.6	120.9	100.8	98.4	108.4	106.1
CCN(CC)CCOC(COc1ccccc1)COc1ccccc1	107.7	103.6	105.2	106.3	114.6	103.4	86.9	98.4	113.5
NC(=S)N1N=C(c2cc3ccccc3oc2=O)CC1c1cn(-c2ccccc2)nc1-c1ccccc1 (centres undefined)	99.4	98.8	89.2	103.8	102.8	.	80.2	107.9	96.8
COc1ccc2c(c1)c(-c1nc(-c3c[nH]c4c(Cl)nccc34)cs1)cn2C	102.6	30.8	104.8	84.0	90.0	82.9	72.6	74.6	89.7
COc1cc(CCN=Cc2cccc(OC)c2O)c([N+](=O)[O-])cc1OC	97.4	106.6	94.0	101.7	112.1	81.9	91.1	102.4	104.0
CCN1CCN(CCOc2ccc(Nc3nccc(NCc4ccco4)n3)cc2)CC1	92.6	76.1	97.8	49.0	91.0	.	79.4	96.1	82.7
CCCCC1COc2cccc3c(SCC(=O)N(C)c4ccc(OC(F)(F)F)cc4)cc[n+]1c23 (centres undefined)	103.4	103.6	100.7	110.2	108.1	126.5	107.2	112.1	109.9
Nc1nc(Nc2cc(Cl)ccc2O)nc(-c2ccccc2)n1	101.6	94.7	107.3	109.1	107.8	77.8	100.8	111.3	97.6

Look-ups from above:
Entry of `COc1ccc(-c2[nH]c3ccc(OC)cc3c2C=C(C#N)C#N)cc1` under SNB-19: 76.2
Entry of `COc1cc2oc(-c3cccc(NC(=O)c4cc([N+](=O)[O-])ccc4C)c3)cc(=O)c2c(OC)c1OC` under HCC-2998: 70.8
Entry of `C#CCC1(c2cc(OC)c(OC)c(OC)c2)NS(=O)(=O)c2ccccc21` (centres undefined) under SW-620: 94.9
Entry of `Nc1nc2ccc([C@@H]3Nc4ccc5[nH]ncc5c4[C@H]4[C@H]5CCC(C5)[C@H]43)cc2s1` under SNB-75: -24.8*
Entry of `CC(C)(O)C1CCCN1C(=O)c1ccccc1I` (centres undefined) under DU-145: 110.5

The listing continues:
SMILES	SW-620	KM12	SNB-19	HT29	DU-145	SNB-75	PC-3	HCC-2998	SF-539
C/C=C(/C=O)[C@@H](CC=O)CC(=O)OCCc1ccc(O)cc1	90.6	105.3	102.8	104.7	109.2	100.3	92.2	.	98.4
Nc1nonc1-c1nc2ccccc2o1	113.9	108.5	117.2	106.1	113.9	90.5	104.9	113.1	108.1
COc1ccc(NC(=O)C(=O)c2c[nH]c3ccccc23)cc1	73.0	38.6	70.9	50.6	40.7	.	74.3	.	78.6
Cn1c2ccccc2c2c(=O)c3c([nH]c21)-c1ccccc1C3	98.7	90.3	97.5	102.1	107.3	90.8	91.0	107.7	105.0
O=C1CC(c2ccc3c(c2)OCO3)c2snc(C(=O)O)c2N1 (centres undefined)	103.3	101.3	97.1	95.4	102.7	81.4	96.3	107.6	99.6
COc1cc(/C=C2\SC(=O)NC2=O)ccc1OCC(=O)Nc1ccc(C(=O)/C=C/c2cc3ccccc3nc2Cl)cc1	96.6	91.6	85.6	69.9	96.9	.	82.1	102.5	83.2
CC/C=C\C[C@H](O)C/C=C1/C(=O)C(Cl)=C[C@@H]1C/C=C\CCCC(=O)OC	-55.3*	-81.5*	-10.9*	-76.7*	-67.1*	50.0	-33.9*	-92.1*	-4.7*
CC(=O)N1N=C(c2ccc(Nc3nc(Nc4ccc(Cl)cc4)nc(Nc4ccc(Cl)cc4)n3)cc2)CC1c1ccco1 (centres undefined)	113.5	92.7	101.0	97.8	106.7	111.6	87.6	127.9	96.0
O=c1ccncn1C1OC(CO)C(O)C1O (centres undefined)	94.3	101.5	95.1	97.1	96.3	86.2	100.1	98.4	103.1
C/C(C=O)=C/c1ccccc1	104.7	107.5	109.3	98.4	110.5	99.3	87.9	100.9	98.2
COC1C(C)OCOC2COCOC21 (centres undefined)	95.1	105.0	96.5	114.8	113.0	96.5	97.2	98.7	101.0
